NCI-60 one-dose screen, 48 h, at 10 µM unless noted. Numbers give growth in % (100 = growth as untreated, 0 = no growth, -100 = all killed).
OVCAR-4 – OVCAR-4 ovarian cancer cells; hit rate 3.7% among 80,000
SF-268 – SF-268 CNS cancer cells; hit rate 3.1% among 82,000; AID 1794759
SK-OV-3 – SK-OV-3 ovarian cancer cells. hit rate 3.2% among 80,000. AID 1794785
OVCAR-8 – OVCAR-8 ovarian cancer; hit rate 4.4% among 81,000
PC-3 – PC-3 prostate cancer cells. hit rate 3.9% among 80,000. AID 1794754
U251 – U251 CNS tumor cells; hit rate 5.4% among 80,000; AID 1794753
OVCAR-5 – OVCAR-5 ovarian cancer; hit rate 2.9% among 82,000
DU-145 – DU-145 prostate cancer; hit rate 4.2% among 81,000; AID 1794760
OVCAR-3 – OVCAR-3 ovarian cancer | hit rate 7% among 79,000 | AID 1794787
An asterisk follows results filed as active; & = joins results of further samples. The calls were made as follows: active = growth percent below 10; inactive = the rest.

Results for CC1(c2ccc(-c3ccccc3)cc2)NC(=O)NC1=O (stereo not given) ?
OVCAR-4: 108; SF-268: 99; SK-OV-3: 113; OVCAR-8: 106; PC-3: 92; U251: 119; OVCAR-5: 75; DU-145: 116; OVCAR-3: 108

How did CN(C=O)c1ccccc1 do in these assays?
OVCAR-4: 85; SF-268: 103; SK-OV-3: 87; OVCAR-8: 97; PC-3: 88; U251: 93; OVCAR-5: 100; DU-145: 103; OVCAR-3: 110

How did CC(C)=CC(=O)CC(C#N)(C#N)C(C#N)C#N do in these assays?
OVCAR-4: 108; SF-268: 103; SK-OV-3: 115; OVCAR-8: 109; PC-3: 93; U251: 99; OVCAR-5: 118; DU-145: 109; OVCAR-3: 103

What do the screens show for `CCCC(NC(=O)OC(C)(C)C)C(=O)O` (stereo not given)?
OVCAR-4: 93; SF-268: 111; SK-OV-3: 94; OVCAR-8: 115; PC-3: 101; OVCAR-5: 102; DU-145: 104; OVCAR-3: 104

What do the screens show for `COc1ccc(NC(=O)CCn2c(Br)nc3c2c(=O)n(C)c(=O)n3C)cc1`?
OVCAR-4: 116; SF-268: 102; SK-OV-3: 99; OVCAR-8: 104; PC-3: 90; U251: 95; OVCAR-5: 105; DU-145: 108; OVCAR-3: 111

Results for Nc1nc2c(s1)CCc1cn(S(=O)(=O)c3ccccc3)cc1-2 ?
OVCAR-4: 87; SF-268: 98&81; SK-OV-3: 109&106; OVCAR-8: 110&89; PC-3: 84&76; U251: 98&80; OVCAR-5: 104&102; DU-145: 114&100; OVCAR-3: 108&96

Results for COc1ccc([C@H]2[C@H](C(=O)Nc3cccc(C)c3)c3ccccc3C(=O)N2c2ccc(OC)cc2)cc1 ?
OVCAR-4: 90; SF-268: 85; SK-OV-3: 101; OVCAR-8: 95; PC-3: 68; U251: 71; OVCAR-5: 96; DU-145: 99; OVCAR-3: 98

Results for O=C(Nc1ccc(O)cc1)OCc1ccccc1 ?
OVCAR-4: 75; SF-268: 88; SK-OV-3: 102; OVCAR-8: 106; PC-3: 90; U251: 87; OVCAR-5: 108; DU-145: 105; OVCAR-3: 82

How did COc1cc(C)cc2c1C(C)(C)CCC2(C)C do in these assays?
OVCAR-4: 108; SF-268: 98; SK-OV-3: 110; OVCAR-8: 107; PC-3: 106; U251: 100; OVCAR-5: 94; DU-145: 103; OVCAR-3: 108

How did O=C(Oc1ccccc1)c1cccc2cccc(C(=O)Oc3ccccc3)c12 do in these assays?
OVCAR-4: 83; SF-268: 99; SK-OV-3: 89; OVCAR-8: 85; PC-3: 96; U251: 86; OVCAR-5: 88; DU-145: 106; OVCAR-3: 110

Results for Cc1ccc(S(=O)(=O)Oc2ccc(Cl)c(C)c2)cc1 ?
OVCAR-4: 94; SF-268: 102; SK-OV-3: 103; OVCAR-8: 98; PC-3: 91; U251: 98; OVCAR-5: 109; OVCAR-3: 110

How did O=C1OC(c2ccccc2)Sc2ccccc21 (stereo not given) do in these assays?
OVCAR-4: 109; SF-268: 105; SK-OV-3: 110; OVCAR-8: 104; PC-3: 104; U251: 107; OVCAR-5: 96; DU-145: 115; OVCAR-3: 113

Results for NNc1nc(-c2ccccn2)nc2sc3c(c12)CCCCCC3 ?
OVCAR-4: 50; SF-268: 86; SK-OV-3: 83; OVCAR-8: 38; PC-3: 49; U251: 55; OVCAR-5: 74; DU-145: 64; OVCAR-3: 74

What do the screens show for `CCN(/C=c1\sc2ncnn2c1=O)CC`?
OVCAR-4: 98; SF-268: 88; SK-OV-3: 97; OVCAR-8: 103; U251: 99; OVCAR-5: 99; DU-145: 105; OVCAR-3: 106

Results for CCCCCCCCCCCCOC(=O)CCl ?
OVCAR-4: 113; SF-268: 104; SK-OV-3: 121; OVCAR-8: 98; PC-3: 93; OVCAR-5: 102; DU-145: 116; OVCAR-3: 114

What do the screens show for `CCC1([N+](=O)[O-])COC(c2ccc(C)cc2)OC1` (stereo not given)?
OVCAR-4: 113; SF-268: 110; SK-OV-3: 99; OVCAR-8: 106; PC-3: 94; U251: 99; OVCAR-5: 103; DU-145: 113; OVCAR-3: 104

How did COc1ccc(-c2cc(-c3cccnc3)nc3sc4c(=O)n(-c5ccc(C)cc5)nnc4c23)cc1OC do in these assays?
OVCAR-4: 109; SF-268: 101; SK-OV-3: 95; OVCAR-8: 105; PC-3: 96; U251: 104; OVCAR-5: 90; DU-145: 107; OVCAR-3: 107

How did CCN(CC)c1ccc2nc3c4ccccc4c(=NC(=O)c4ccccc4-c4c5ccc(N(CC)CC)cc5[o+]c5cc(N(CC)CC)ccc45)cc-3oc2c1 do in these assays?
OVCAR-4: -47*; SF-268: 60; SK-OV-3: 79; OVCAR-8: 44; PC-3: 12; U251: 20; OVCAR-5: 73; DU-145: -89*; OVCAR-3: -50*

How did Nn1cnn2c(=O)c3cnn(-c4ccccc4)c3nc12 do in these assays?
OVCAR-4: 108; SF-268: 97; SK-OV-3: 109; OVCAR-8: 99; PC-3: 106; U251: 94; OVCAR-5: 108; DU-145: 104; OVCAR-3: 106

How did O=Cc1cccn(-c2ccccc2C(=O)O)c1=S do in these assays?
OVCAR-4: 117; SF-268: 105; SK-OV-3: 102; OVCAR-8: 103; PC-3: 97; U251: 113; OVCAR-5: 103; DU-145: 112; OVCAR-3: 136

Brought forward from above: four entries, followed by the next part.
How did COc1ccc(-c2cc(-c3cccnc3)nc3sc4c(=O)n(-c5ccc(C)cc5)nnc4c23)cc1OC do in these assays?
OVCAR-4: 109; SF-268: 101; SK-OV-3: 95; OVCAR-8: 105; PC-3: 96; U251: 104; OVCAR-5: 90; DU-145: 107; OVCAR-3: 107

How did CCN(CC)c1ccc2nc3c4ccccc4c(=NC(=O)c4ccccc4-c4c5ccc(N(CC)CC)cc5[o+]c5cc(N(CC)CC)ccc45)cc-3oc2c1 do in these assays?
OVCAR-4: -47*; SF-268: 60; SK-OV-3: 79; OVCAR-8: 44; PC-3: 12; U251: 20; OVCAR-5: 73; DU-145: -89*; OVCAR-3: -50*

How did Nn1cnn2c(=O)c3cnn(-c4ccccc4)c3nc12 do in these assays?
OVCAR-4: 108; SF-268: 97; SK-OV-3: 109; OVCAR-8: 99; PC-3: 106; U251: 94; OVCAR-5: 108; DU-145: 104; OVCAR-3: 106

How did O=Cc1cccn(-c2ccccc2C(=O)O)c1=S do in these assays?
OVCAR-4: 117; SF-268: 105; SK-OV-3: 102; OVCAR-8: 103; PC-3: 97; U251: 113; OVCAR-5: 103; DU-145: 112; OVCAR-3: 136

How did Cc1csc(/N=C(N)/N=C(\N)c2ccccc2F)n1 do in these assays?
OVCAR-4: 102; SF-268: 99; SK-OV-3: 84; OVCAR-8: 97; PC-3: 87; U251: 98; OVCAR-5: 105; DU-145: 109

How did CC(c1ccccc1)c1ccc(O)cc1 (stereo not given) do in these assays?
OVCAR-4: 109; SF-268: 94; SK-OV-3: 97; OVCAR-8: 94; PC-3: 64; U251: 104; OVCAR-5: 100; DU-145: 113; OVCAR-3: 105

Results for CC1=NN(C(=O)c2ccc(NC(=O)c3ccccn3)cc2)C(=O)C1 ?
OVCAR-4: 102; SF-268: 102; SK-OV-3: 114; OVCAR-8: 108; PC-3: 103; U251: 101; OVCAR-5: 96; DU-145: 102; OVCAR-3: 110

How did COC(=O)Oc1ccccc1C(=O)O do in these assays?
OVCAR-4: 108; SF-268: 108; SK-OV-3: 104; OVCAR-8: 97; PC-3: 114; U251: 107; OVCAR-5: 109; DU-145: 116; OVCAR-3: 125

Results for COc1cc(OC)c(C2SCC(=O)N2Nc2ncnc3ccccc23)cc1OC (stereo not given) ?
OVCAR-4: 103; SF-268: 107; SK-OV-3: 127; OVCAR-8: 106; PC-3: 107; U251: 105; OVCAR-5: 109; DU-145: 106; OVCAR-3: 119

Results for N=C(N)c1ccc(-c2ccc(-c3ccccc3)o2)o1 ?
OVCAR-4: 63; SF-268: 38; SK-OV-3: 46; OVCAR-8: 34; PC-3: 30; U251: 10; OVCAR-5: 73; DU-145: 46; OVCAR-3: 17

How did C[C@H]1[C@H](C)CC[C@]2(C(=O)O)CC[C@]3(C)C(=CC[C@@H]4[C@@]5(C)Cc6c([nH]c7ccccc67)C(C)(C)[C@@H]5CC[C@]43C)[C@H]12 do in these assays?
OVCAR-4: 81; SF-268: 82; SK-OV-3: 81; OVCAR-8: 86; PC-3: 74; U251: 65; OVCAR-5: 95; DU-145: 84; OVCAR-3: 77

What do the screens show for `c1ccc(N2CC3COc4ccccc4C3=N2)cc1` (stereo not given)?
OVCAR-4: 89; SF-268: 96; SK-OV-3: 94; OVCAR-8: 92; PC-3: 77; OVCAR-5: 101; DU-145: 108; OVCAR-3: 90

How did COc1ccc(C(=O)c2ccccc2C(=O)O)cc1Br do in these assays?
OVCAR-4: 117; SF-268: 102; SK-OV-3: 103; OVCAR-8: 103; PC-3: 101; U251: 87; OVCAR-5: 109; DU-145: 100; OVCAR-3: 116

Results for c1cc2cccc3c2c(c1)c1c2c4cccc5cccc(c54)c2c2c4cccc5cccc(c54)c2c31 ?
OVCAR-4: 105; SF-268: 118; SK-OV-3: 105; OVCAR-8: 97; PC-3: 92; U251: 103; OVCAR-5: 99; DU-145: 107; OVCAR-3: 114

What do the screens show for `Cc1ccc2[nH]c(O)c(N=NC(=O)c3ccc(S(N)(=O)=O)cc3)c2c1`?
SF-268: 97; SK-OV-3: 108; OVCAR-8: 90; PC-3: 102; U251: 93; OVCAR-5: 102; DU-145: 111; OVCAR-3: 109

How did Cc1ccc(C(=O)NN2C(=O)/C(=C/C=C/c3ccco3)SC2=S)cc1 do in these assays?
OVCAR-4: 93; SF-268: 97; SK-OV-3: 107; OVCAR-8: 100; PC-3: 92; U251: 99; OVCAR-5: 100; DU-145: 103

How did CC[C@]12C=CCN3CC[C@@]4(c5cc(NC(=O)CCC(=O)N[C@@H](Cc6c[nH]c7ccccc67)C(=O)OC)c(OC)cc5N(C)[C@H]4[C@@](O)(C(=O)OC)[C@@H]1OC(C)=O)[C@@H]32 do in these assays?
OVCAR-4: 104; SF-268: 94; SK-OV-3: 97; OVCAR-8: 94; PC-3: 89; U251: 100; OVCAR-5: 96; DU-145: 102; OVCAR-3: 99

How did CCc1c(C(=O)Nc2cc(S(=O)(=O)N(CC)CC)ccc2O)[nH]c(C)c1C(N)=O do in these assays?
OVCAR-4: 101; SF-268: 105; SK-OV-3: 102; OVCAR-8: 104; PC-3: 93; U251: 87; OVCAR-5: 91; DU-145: 103; OVCAR-3: 118

What do the screens show for `CC1(C)CC[C@]2(CO)CC[C@]3(C)[C@H](CC[C@@H]4[C@@]5(C)CCCNC(C)(C)[C@@H]5CC[C@]43C)[C@H]2[C@H]1O`?
OVCAR-4: 90; SF-268: 95; SK-OV-3: 92; OVCAR-8: 95; PC-3: 65; U251: 56; OVCAR-5: 93; DU-145: 94; OVCAR-3: 94

How did O=C(NCCN1CCCC1)n1cc(-c2ccncc2)c(-c2ccc(O)c(Cl)c2)n1 do in these assays?
OVCAR-4: 106; SF-268: 93; SK-OV-3: 98; OVCAR-8: 102; PC-3: 76; U251: 103; OVCAR-5: 107; DU-145: 103; OVCAR-3: 109

What do the screens show for `O=C(O)C#Cc1ccc(Cl)cc1Cl`?
OVCAR-4: 104; SF-268: 102; SK-OV-3: 106; OVCAR-8: 110; PC-3: 98; U251: 103; OVCAR-5: 107; DU-145: 115; OVCAR-3: 113

Results for OCC(O)Cc1ccccc1 (stereo not given) ?
OVCAR-4: 113; SF-268: 105; SK-OV-3: 101; PC-3: 115; U251: 113; OVCAR-5: 104; DU-145: 115; OVCAR-3: 102

Results for CN1C(=O)C(=Cc2cn(C(=O)c3c(Cl)cccc3Cl)c3ccccc23)C(=O)N(C)C1=O ?
OVCAR-4: 89; SF-268: 90; SK-OV-3: 93; OVCAR-8: 81; PC-3: 76; U251: 97; OVCAR-5: 84; DU-145: 106; OVCAR-3: 95

Results for NNC(=O)/C=C(/CC(=O)NN)C(=O)NN ?
OVCAR-4: 124; SF-268: 121; SK-OV-3: 119; OVCAR-8: 106; PC-3: 97; U251: 107; OVCAR-5: 97; DU-145: 123; OVCAR-3: 124

By substructure: the compounds so far containing two or more sulfur atoms (2)
Results for Nc1nc2c(s1)CCc1cn(S(=O)(=O)c3ccccc3)cc1-2 ?
OVCAR-4: 87; SF-268: 98&81; SK-OV-3: 109&106; OVCAR-8: 110&89; PC-3: 84&76; U251: 98&80; OVCAR-5: 104&102; DU-145: 114&100; OVCAR-3: 108&96

How did Cc1ccc(C(=O)NN2C(=O)/C(=C/C=C/c3ccco3)SC2=S)cc1 do in these assays?
OVCAR-4: 93; SF-268: 97; SK-OV-3: 107; OVCAR-8: 100; PC-3: 92; U251: 99; OVCAR-5: 100; DU-145: 103

Assay outcomes from PubChem BioAssay.
